influenza NS1A = H1N1 influenza NS1A inhibitors, functional cell based assay (AID 504329) | NS1A functional cell-based assay, percent inhibition; higher % means a stronger effect | inhibition, % at 12.5 µM; hits with a dose series show IC50 in µM | 0.3% of 340,000 active; in the data active = a potency from the dose series; inconclusive = inhibition above about 27% without an active follow-up result; also: strong numbers were not always called active
H37Rv inhibition = M. tuberculosis growth inhibition, HTS (AID 449762); one-dose inhibition, % at 25 µM; IC50 in µM for titrated hits; 0.59% of 330,000 active; M. tuberculosis H37Rv growth inhibition, 7H9 media; higher % means a stronger effect; in the data active = a potency from the dose series; inconclusive = inhibition above about 70% without an active follow-up result;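 also: bacterial growth assessed after seven days of incubation; strong numbers were not always called active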
tuberculosis growth = growth inhibition of non-replicating M. tuberculosis (AID 488890); 0.39% of 320,000 active; one-dose inhibition, % at 25 µM; IC50 in µM for titrated hits; Mycobacterium tuberculosis non-replicating, growth inhibition; higher % means a stronger effect; in the data active = a potency from the dose series; inconclusive = inhibition mostly from about 82% at the one dose, without a potency; inactive = the rest, 99 in 100 with inhibition below about 76%;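 also: plate controls were DMSO cells for no effect and high antibiotic wells for full effect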
VEEV TC-83 Vero = inhibitors of VEEV TC-83 cytopathic effect, confirmation, Vero cells (AID 588727) | Vero cells, VEEV TC-83 cytopathic effect inhibition; higher % means a stronger effect | one-dose inhibition, % at 20 µM; IC50 in µM for titrated hits | 0.13% of 350,000 active; in the data active = a potency from the dose series; inconclusive = inhibition mostly from about 14% at the one dose, without a potency; inactive = the rest, 99 in 100 with inhibition below about 12%; also: strong numbers were not always called active
Salmonella PhoP GFP = PhoP regulon inhibitors, Salmonella typhi PhoP promoter GFP reporter, confirmatory (AID 1850) | Salmonella Typhi PhoP-promoter GFP reporter, fluorescence, 4 h; higher % means a stronger effect | inhibition, % at 50 µM; hits with a dose series show IC50 in µM | 0.33% of 310,000 active; in the data active = a potency from the dose series; inconclusive = inhibition mostly from about 25% at the one dose, without a potency; inactive = the rest, 99 in 100 with inhibition below about 19%;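 also: 0% = induced wells with vehicle and 100% = uninduced wells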
VEEV TC-83 Vero 10K pilot screen = second read-out of VEEV TC-83 Vero, no call of its own (marks repeat the call); inhibition, %; measured here: 10K pilot screen inhibition
Starred values were filed as active, the others as inactive; i = inactive; ? = inconclusive; · = no result given.

SMILES	influenza NS1A	H37Rv inhibition	tuberculosis growth	VEEV TC-83 Vero	Salmonella PhoP GFP	others
CCCCCC(O)(CCN1CCCCC1)c1ccccc1 (stereo not drawn)	-13%	0%	59%	i	-5%
O=C(COc1ccc2ccccc2c1)NNC(=O)c1ccc([N+](=O)[O-])cc1	7%	52%	46%	0.8%	7%
CCC1=C(OC(=O)N(CC)CC)N2C(=O)OC(=NCC3CC3)[C@]2(C)[C@H]2C1=CC[C@H]1C(=O)N(C)C(=O)[C@H]12	4%	-4%	-8%	i	-5%
Cc1cccc(OCc2nn[nH]n2)c1C	0%	7%	55%	i	-2%
O=C(O)C1C(c2ccccc2)C(C(=O)Oc2ccc(O)cc2)C1c1ccccc1 (stereo not drawn)	3%	-2%	8%	0.2%	3%	VEEV TC-83 Vero 10K pilot screen=0.4
COc1ccc(C(=O)Nc2sc(C)c(C)c2CN2CCOCC2)cc1	-4%	-1%	12%	0.3%	0%
CCOCCCNc1nc2nc3ccc(C)cn3c(=O)c2cc1C(=O)NCC1CCCO1 (stereo not drawn)	-2%	-6%	6%	1.3%	-1%
O=c1cc(Nc2ccc3c(c2)OCCO3)[nH]c(=O)n1C1CCCCC1	-6%	-3%	5%	i	16%
CC(=O)NNc1ncnc2c1cnn2-c1ccccc1	8%	29%	4%	0.7%	0%
COc1cccc(/C(O)=C/C(=O)C(=O)Nc2ccc(S(=O)(=O)NC(C)=O)cc2)c1	9%	5%	53%	i	-9%
COc1cccc(CN(C)Cc2nc(Cc3ccccc3Cl)no2)c1	1%	1%	20%	2.1%	4%
CCOc1ccc(-c2cc3cc(OC)c(OC)cc3c(C)n2)cc1	3%	41%	7%	0.1%	12%
COc1ccc(S(=O)(=O)Cc2ccc(C(=O)N3CCc4ccccc4C3)o2)cc1	4%	2%	·	8.1%	3%
Cc1[nH]c2ccccc2c1SCC(=O)NC1CCCCC1	-9%	-3%	13%	0.3%	0%
COc1ccc(S(=O)(=O)NCc2ccncc2)cc1NC(=O)c1ccccc1F	-8%	-3%	-13%	2.7%	·
O=C(NC1CCCCC1)c1ccc(-c2cccc([N+](=O)[O-])c2)o1	-12%	7%	16%	5.0%	-2%
CCCC(=O)Nc1ccc(NC(=O)c2cccc(OC)c2)cn1	-16%	-8%	-8%	0.4%	4%
COc1ccc(NC(=O)c2sc3nc(C)cc(C)c3c2N)c(OC)c1	·	?	-10%	1.7%	-1%
CC(=O)Nc1nc(C2COc3ccccc3O2)cs1 (stereo not drawn)	-1%	3%	37%	i	-6%
CCC(C)(C)n1nnnc1C(c1ccc2ncccc2c1)N1CCN(c2ccc(O)cc2)CC1 (stereo not drawn)	10%	-10%	26%	0.9%	12%
Cc1ccccc1[C@]1(C)ON(c2ccccc2C(F)(F)F)C1=O	·	-2%	27%	·	·
Cc1ccc(Cn2c(NS(=O)(=O)c3ccccc3)nc3ccccc32)cc1	5%	-9%	-3%	0.1%	-3%	VEEV TC-83 Vero 10K pilot screen=2.7
Cc1nonc1C(=O)N/N=C/c1ccc(O)c(O)c1	-6%	2%	-2%	0.5%	-19%
N#Cc1ncc(-c2ccc3c(c2)OCCOCCOCCOCCO3)nc1C#N	-7%	?	?	i	0%
O=C(CSc1nnc(CNC(=O)c2ccccc2)o1)Nc1ccc2c(c1)OCCO2	-17%	5%	4%	0.6%	-4%
Oc1c(C(c2ccccc2Cl)N2CCCC2)ccc2cccnc12 (stereo not drawn)	?	14µM*	4.7µM*	34%	14%
CCC(Sc1nc2ccccc2c(=O)[nH]1)C(=O)O (stereo not drawn)	-24%	0%	-1%	i	-6%
COc1cc(NC(=O)CCC(=O)Nc2ccc3nc(N4CCOCC4)cc(C)c3c2)cc(OC)c1OC	-6%	3%	13%	0.1%	0%
COc1ccc(OC)c(C2CC(c3ccccc3)=NN2C(=S)Nc2ccccc2)c1 (stereo not drawn)	-19%	1%	2%	9.7%	-3%
O=C(Cc1c(F)cccc1Cl)NCCc1c[nH]c2ccccc12	0%	4%	8%	i	6%
O=c1[nH]cnc2c1sc(=S)n2-c1ccccc1	-8%	-10%	45%	i	-1%
O=C(CN1CCCC1)Nc1ccc(NC(=O)Nc2ccccc2)cc1	7%	3%	-9%	i	3%
O=C(CSc1ncn[nH]1)N1CCN(c2nnc(-c3ccccc3)c3ccccc23)CC1	-6%	-2%	-1%	0.6%	-1%
Cc1ccc(CN(c2ccc(C(=O)NCC3CCCO3)cc2)S(C)(=O)=O)cc1 (stereo not drawn)	-4%	-13%	-11%	0.9%	2%
CC(=O)c1cccc(NC(=O)CN(C)S(=O)(=O)c2ccc3c(c2)CC(C)N3C(C)=O)c1 (stereo not drawn)	-1%	-6%	2%	1.9%	5%
CCC1Nc2ncnc(N3CCCCC3)c2N(Cc2ccccc2)C1=O (stereo not drawn)	5%	-1%	22%	0.4%	6%
COC(=O)c1ccc(NC(=O)CCN2CCOCC2)cc1	-1%	0%	19%	0.8%	4%
Cc1cc(NC(=O)c2ccc(Cl)cc2Cl)n(CCC#N)n1	0%	10%	10%	1.2%	-8%
CC(=O)NC(=S)Nc1ccc(NC(=O)COc2ccc(Cl)cc2Cl)cc1	-1%	0%	31%	2.1%	2%
Cc1nn(C)c(Cl)c1/C=C/C(=O)O	·	-2%	-13%	4.0%	3%

At a glance, some entries already given.
SMILES	influenza NS1A	H37Rv inhibition	tuberculosis growth	VEEV TC-83 Vero	Salmonella PhoP GFP	others
Cc1cc(NC(=O)c2ccc(Cl)cc2Cl)n(CCC#N)n1	0%	10%	10%	1.2%	-8%
CC(=O)NC(=S)Nc1ccc(NC(=O)COc2ccc(Cl)cc2Cl)cc1	-1%	0%	31%	2.1%	2%
Cc1nn(C)c(Cl)c1/C=C/C(=O)O	·	-2%	-13%	4.0%	3%

(continued)
SMILES	influenza NS1A	H37Rv inhibition	tuberculosis growth	VEEV TC-83 Vero	Salmonella PhoP GFP	others
CCC(C)(C)NC(=O)C(c1sccc1C)N(Cc1ccco1)C(=O)c1csnn1 (stereo not drawn)	9%	5%	18%	i	4%
CN(C)CC(=O)Nc1ccc(Oc2ccc(Cl)cc2)cc1	-4%	5%	?	4.5%	-4%
CCOC(=O)C1=CN(Cc2ccco2)S(=O)(=O)NC1c1ccc(C(F)(F)F)cc1 (stereo not drawn)	-21%	·	·	i	·
COc1ccccc1NC(=O)NCC(=O)Nc1ccc(F)c(F)c1	2%	-5%	-17%	5.1%	8%
COc1ccc(S(=O)(=O)N(C)CC(=O)NC2CCCC2)cc1OC	-10%	-1%	-6%	1.5%	-1%
O=C(c1cc(-c2ccc3c(c2)OCO3)on1)N1CCCCC1	-5%	0%	22%	0.9%	7%
O=C(c1ccco1)N1CCN(C(=O)C2CCCO2)CC1 (stereo not drawn)	9%	9%	4%	1.2%	-6%
CC(C)(C)C(=O)Nc1ccc(F)cc1[N+](=O)[O-]	1%	-9%	-2%	0.2%	-2%
CCOC(=O)C1CCCN(C(=O)Cn2nc(C)c3c(C)n(-c4ccccc4)nc3c2=O)C1 (stereo not drawn)	-6%	-1%	-9%	0.1%	6%
COc1ccc(S(=O)(=O)NCCC(=O)OCC(=O)NC2CC2)cc1	-6%	5%	-5%	0.4%	·
O=C(COC(=O)c1sc2cc(F)ccc2c1Cl)Nc1ncc(Cl)cc1Cl	34%	-9%	25%	i	-5%
Cc1cccc(CNc2ncnc3ccc(-c4ccccc4Cl)cc23)c1	-12%	-8%	16%	2.3%	·
O=C(Nc1cc(S(=O)(=O)N2CCCC2)ccc1OCC(F)(F)F)c1ccccc1F	7%	1%	-10%	0.5%	3%
N#CC1=C(SCC(N)=O)NC(=O)CC1c1ccccc1Cl (stereo not drawn)	8%	-4%	·	0.0%	-2%
CC(C)n1c(CN(C)Cc2ccccc2)nc2c1c(=O)n(C)c(=O)n2C	·	-3%	4%	·	-1%
COc1ccc(C(=O)NC(=S)Nc2ccc(CN3CCOCC3)cc2)cc1	·	4%	?	4.3%	6%
CC(CNC(=O)c1cncc(O)c1)NC(=O)c1cncc(O)c1 (stereo not drawn)	11%	1%	-7%	2.4%	1%
CCOc1ccc(NC(=O)COc2ccccc2)c([N+](=O)[O-])c1	11%	-1%	70%	1.6%	3%
O=C(CCC(=O)N1CCOc2ccccc21)NCCc1ccccc1	8%	-5%	0%	1.1%	3%
COc1c(S(=O)(=O)NCCCN2CCOCC2)ccc(Cl)c1Cl	-5%	-3%	-20%	0.6%	4%

Entries shown so far containing a COOH group, in the order listed:
SMILES	influenza NS1A	H37Rv inhibition	tuberculosis growth	VEEV TC-83 Vero	Salmonella PhoP GFP	others
O=C(O)C1C(c2ccccc2)C(C(=O)Oc2ccc(O)cc2)C1c1ccccc1 (stereo not drawn)	3%	-2%	8%	0.2%	3%	VEEV TC-83 Vero 10K pilot screen=0.4
CCC(Sc1nc2ccccc2c(=O)[nH]1)C(=O)O (stereo not drawn)	-24%	0%	-1%	i	-6%
Cc1nn(C)c(Cl)c1/C=C/C(=O)O	·	-2%	-13%	4.0%	3%

(next part)
SMILES	influenza NS1A	H37Rv inhibition	tuberculosis growth	VEEV TC-83 Vero	Salmonella PhoP GFP	others
CCOC(=O)c1sc(N/N=C/c2cc(Br)c(O)c(OC)c2)nc1C	-31%	45%	18%	3.2%	2%
O=C(O)CCCNC(=O)c1nn(Cc2ccccc2)c(=O)c2ccccc12	5%	-2%	-13%	0.2%	10%
COc1ccc(-c2nnc(SCC(=O)Nc3nc4ccccc4s3)n2C)cc1	3%	·	·	1.6%	·
COc1ccc(NC(=O)Nc2cccc(NC(C)=O)c2)c(OC)c1	1%	11%	15%	0.5%	-3%
Cc1nc(SCC(=O)Nc2c(C)nn(C)c2C)c2cnn(-c3ccccc3)c2n1	-1%	-4%	-2%	0.6%	-8%	VEEV TC-83 Vero 10K pilot screen=0.0
CC(NS(=O)(=O)c1ccc(F)cc1)C(=O)Nc1ccc2c(c1)OCCO2 (stereo not drawn)	10%	1%	1%	3.8%	-2%
CCC(C)OC(=O)C1=C(C)OC23OC(N)=C(C#N)C12C(=O)c1ccccc13 (stereo not drawn)	5%	0%	8%	6.2%	3%
Cn1c(N)c(C(=O)COC(=O)Cc2cccs2)c(=O)n(C)c1=O	2%	0%	3%	1.5%	·
CCCCCCn1cc(C(=O)O)c(=O)c2ccccc21	-2%	-1%	51%	4.2%	-14%
CC(OC(=O)COc1ccccc1)C(=O)NC1CCCC1 (stereo not drawn)	-5%	-6%	25%	i	·
COc1ccc(-n2c(SCC(=O)N3CCOCC3)nc(O)cc2=O)cc1	-4%	-3%	-13%	1.9%	-9%
CCN1CCN(c2ccc(NC(=O)Cc3ccccc3)cc2)CC1	4%	-4%	-1%	0.2%	8%
COc1ccc(NS(=O)(=O)c2ccc3c(c2)NC(=O)CCS3)cc1Cl	2%	-2%	10%	i	-5%
COc1ccc(NC(=O)CC2C(=O)N(Cc3cccs3)C(=S)N2C(C)C)cc1 (stereo not drawn)	-7%	9%	37%	1.4%	2%
O=C1CN(C(=O)/C=C/c2cc(Br)ccc2F)CCN1	-22%	-10%	-7%	0.1%	2%
CN(/N=C/c1cccs1)c1cc(=O)n(C)c(=O)[nH]1	-5%	2%	-3%	3.1%	-9%
COc1ccc(-n2c(CN3CCN(C)CC3)nc3ccc([N+](=O)[O-])cc3c2=O)c(OC)c1	4%	-4%	·	5.2%	-7%
O=C(Cc1cccc(C(F)(F)F)c1)Nc1ccccc1	2%	7%	30%	1.5%	-4%
CCOC(=O)C(=O)N1CCN(c2cc3c(cc2[N+](=O)[O-])n(C)c(=O)n3C)CC1	-3%	1%	-5%	4.3%	6%
c1ccc(OCCOCCN2CCOCC2)cc1	-3%	5%	12%	0.2%	9%
COc1cc(-c2nnc(CSc3nnc(Nc4ccc(Oc5ccccc5)cc4)s3)o2)cc(OC)c1OC	4%	17%	28%	9.3%	-6%
Cc1c(N=Cc2cccs2)c(=O)n(-c2ccccc2)n1C	3%	0%	-27%	3.9%	3%
CC(=O)Nc1cccc(NC(=O)CSc2nc(C3CC3)nc3ccccc23)c1	-11%	4%	4%	i	9%
Cc1cc(C)c(OCCn2ccnc2)c(C)c1	14%	6%	9%	9.7%	-4%
CN(Cc1cccc(Cl)c1Cl)CC(O)COc1ccccc1 (stereo not drawn)	-4%	16%	45%	0.9%	20%
CC(C)(C)OC(=O)N1CCCC(C(=O)Nc2ccc(C(=O)N3CCCC3)cc2)C1 (stereo not drawn)	11%	-3%	0%	0.1%	·
c1ccc2c(CSCc3nc4ccccc4[nH]3)cccc2c1	-1%	1%	47%	0.5%	-5%
Cc1nc2ccccc2c2nc(NC(=O)Cc3ccccc3)nn12	5%	-10%	-9%	4.5%	-5%

Source: PubChem BioAssay

Compounds as they come; overall some 1.6% were active at least once.
